GAA inhib = inhibitors of human lysosomal alpha-glucosidase; Potency, µM (top dose mostly 76.9 µM), for inactives: at the highest dose activity change, negative = inhibition, most hits filed as inhibitors; P10253; 200,000 tested, 0.005% active; purified human GAA, 4-MU-alpha-glucoside fluorescence; AID 1466;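 further: plate controls were uninhibited enzyme wells for no effect and no-enzyme background for full effect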
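Human enzyme at 4 nM with 400 uM 4-methylumbelliferyl-alpha-D-pyranoside, citrate/phosphate buffer pH 5.0, 0.005% Tween-20, 20 min at room temperature. Compounds up to 77 uM. 4-MU fluorescence (Ex 365/Em 440) read after NaOH/glycine stop; AC50 from Hill fit.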
SMN2 splice up = SMN2 splice variant enhancement; HEK293 SMN2-luciferase splicing reporter, luminescence, 30-36 h; Potency, µM (doses to about 46.1 µM), without a hit: at the highest dose activity change, positive = activation, most hits filed as activators; 210,000 tested, 2.8% active; AID 1458; further: % of control where 0% means no effect; nearly all actives have a fitted effect of over 55% in size
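HEK293 cells carry an SMN2 minigene-luciferase reporter in which exon 7 inclusion puts luciferase in frame. Cells were seeded at 2000 cells/well, attached for 10-12 hours, then exposed to compounds for 30-36 hours at 37C before ONE-Glo luminescence.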
GAA spleen mod = lysosomal alpha-glucosidase (human) modulation; 240,000 tested, 0.006% active; Potency, µM (series often up to 79.9 µM), for inactives: at the top dose activity change, negative = inhibition, hits mostly inhibitors; P10253; human spleen homogenate, 4-MU-alpha-glucoside fluorescence;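 further: 0% = enzyme with vehicle and -100% = no enzyme basal signal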
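Compounds were titrated against alpha-glucosidase in spleen homogenate at pH 5.0, with 1 mM 4-methylumbelliferyl substrate for 40 min at 37 C. Reactions were quenched with pH 10 NaOH/glycine and fluorescence measured.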
ALDH1A1 block = ALDH1A1 (human) enzyme inhibition. P00352. Purified ALDH1A1, NADH fluorescence, propionaldehyde substrate. Potency, µM (highest dose often 75.3 µM), without a hit: top-dose activity, negative = inhibition, actives largely listed as inhibitors. 220,000 tested, 7.3% active; active means well fitted inhibition curve with a large enough effect, not every such curve was filed as active; inconclusive means small, poorly fitted or top-dose-only effect, or another doubt; inactive means no such curve, though single readings can be large or run the other way;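 further: plate controls were no enzyme wells and a reference inhibitor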
Target sequence (P00352 whole entry, looked up): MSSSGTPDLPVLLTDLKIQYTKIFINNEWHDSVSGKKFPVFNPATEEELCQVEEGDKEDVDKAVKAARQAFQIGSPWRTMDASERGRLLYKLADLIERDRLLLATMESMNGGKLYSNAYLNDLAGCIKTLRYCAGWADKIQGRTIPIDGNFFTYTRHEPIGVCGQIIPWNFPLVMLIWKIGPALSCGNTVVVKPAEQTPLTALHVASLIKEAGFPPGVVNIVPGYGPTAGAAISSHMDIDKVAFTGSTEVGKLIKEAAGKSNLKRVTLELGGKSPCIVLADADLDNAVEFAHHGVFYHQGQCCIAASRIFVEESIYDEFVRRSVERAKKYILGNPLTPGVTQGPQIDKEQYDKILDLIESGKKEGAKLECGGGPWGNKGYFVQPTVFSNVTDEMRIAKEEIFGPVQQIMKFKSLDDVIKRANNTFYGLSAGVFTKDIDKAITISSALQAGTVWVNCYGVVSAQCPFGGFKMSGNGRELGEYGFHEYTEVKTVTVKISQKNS
GAA glycogen = inhibitors or activators of human alpha-glucosidase glycogen cleavage | P10253 | Potency, µM (titrated, usually from 76.4 µM), for inactives: at the highest dose activity change, negative = inhibition, hits mostly inhibitors | AID 2100 | 300,000 tested, 0.38% active | recombinant GAA, glycogen substrate, Amplex Red glucose oxidase fluorescence;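 further: 0% = full enzyme reaction and -100% = no-enzyme basal signal; the screen sought inhibitors and activators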
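qHTS, 1536-well; enzyme 4 nM final; cpd up to 77 uM; substrate bovine liver glycogen 30 ug; 50 mM citrate/phosphate pH 5.0, 0.01% Tween-20; 37 C, 40 min; Amplex Red detection 45 min RT; Hill fit → AC50.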
RGS12 GoLoco inh = inhibitors of human Gai1-RGS12 GoLoco interaction (red fluorophore) | P63096 | Gai1:RGS12 GoLoco peptide FP, rhodamine, 10 min | Potency, µM (doses to about 61.6 µM), without a hit: top-dose activity, negative = inhibition, actives largely listed as inhibitors | 230,000 tested, 0.44% active | AID 880; active means well fitted inhibition curve with a large enough effect, not every such curve was filed as active; inactive means no such curve, though single readings can be large or run the other way; further: on the % scale 0 is the no-effect control and ±100 the full control effect; nearly all actives have a fitted effect of over 30% in size; many of its hits are not listed in these tables
Target sequence (P63096 whole entry, looked up): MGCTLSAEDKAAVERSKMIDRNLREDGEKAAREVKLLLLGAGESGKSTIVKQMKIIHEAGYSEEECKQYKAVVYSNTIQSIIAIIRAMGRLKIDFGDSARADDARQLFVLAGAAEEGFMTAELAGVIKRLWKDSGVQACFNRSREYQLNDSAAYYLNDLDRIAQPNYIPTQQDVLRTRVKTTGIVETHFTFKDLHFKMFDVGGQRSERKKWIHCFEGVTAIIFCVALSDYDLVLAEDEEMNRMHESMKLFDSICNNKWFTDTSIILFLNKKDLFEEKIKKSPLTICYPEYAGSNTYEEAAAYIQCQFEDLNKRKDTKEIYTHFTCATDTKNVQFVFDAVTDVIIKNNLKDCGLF
aGal spleen mod = alpha-galactosidase A (human) modulation; human spleen homogenate, 4MU-alpha-Gal fluorescence, 40 min; Potency, µM (highest dose often 80 µM), for the others: at the highest dose activity change, negative = inhibition, actives largely listed as inhibitors; 240,000 tested, 0.008% active; AID 2107;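 further: 0% = enzyme with vehicle and -100% = no enzyme basal signal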
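qHTS titration in buffer at pH 5.0. Alpha-galactosidase activity in spleen homogenate was measured via 4-methylumbelliferone release from 1 mM fluorogenic substrate after 40 min at 37C and a pH 10 stop. AC50 came from Hill fits of control-normalized data.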
JMJD2E inh = JMJD2E (human) inhibition; B2RXH2; 230,000 tested, 1.6% active; JMJD2E catalytic domain, FDH-coupled NADH fluorescence (FDH is formaldehyde dehydrogenase); Potency, µM (series often up to 57.1 µM), without a hit: at the top dose activity change, negative = inhibition, actives largely listed as inhibitors; active means well fitted inhibition curve with a large enough effect, not every such curve was filed as active; inconclusive means small, poorly fitted or top-dose-only effect, or another doubt; inactive means no such curve, though single readings can be large or run the other way;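 further: 0% = wells with enzyme and -100% = buffer wells without enzyme; nearly all actives have a fitted effect of over 50% in size; many of its hits are not listed in these tables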
* = called active by the depositor; u = inconclusive; x = no result given; [ ] = remark or other dose. Unless noted, the call rests on the fitted dose curve; in most records, active means well fitted curve in the direction sought with a large enough effect; inconclusive means small, poorly fitted or top-dose-only effect, or another doubt; inactive means no such curve, though single readings can be large; an effect the other way counts as inactive or inconclusive. Potency means the concentration at half of the fitted maximal effect.

#1 COc1ccc(-c2cn(-c3ccc(C)cc3)c(=O)n2CC(=O)Nc2cccc(F)c2)cc1
#2 COC(=O)c1ccc(C(/C=C/[C@@H](C)C(=O)NCc2cc(C)n(C)n2)NC(=O)OCc2ccccc2)cc1 (some centres not stated)
#3 O=C(/C=C/c1ccco1)Nc1ccc(Oc2ccccc2)cc1
#4 O=c1c2c(nc3nc(CCc4ccccc4)[nH]n13)CCC2
#5 COc1ccc(-c2cc(C(=O)OC(C)C(=O)Nc3c(C)n(C)n(-c4ccccc4)c3=O)c3ccccc3n2)cc1 (configuration not stated)
#6 COc1cc(OC)c(/C=N/NC(=O)Cn2nc([N+](=O)[O-])cc2C)c(OC)c1
compound no.	1	2	3	4	5	6
GAA inhib	-5.4%	x	-7.2%	0.8%	1.0%	x
SMN2 splice up	1.8%	10.9%	14.3%	-1.5%	23.1%	x
GAA spleen mod	-7.8%	-7.1%	-5.0%	-5.9%	-3.3%	8.1%
ALDH1A1 block	-10.4%	u	2.6%	8.8%	u	x
GAA glycogen	-2.6%	x	-5.9%	4.3%	11.2%	2.3%
RGS12 GoLoco inh	11.6%	-4.9%	-5.6%	2.3%	-5.9%	1.3%
aGal spleen mod	-7.7%	-6.3%	-10.3%	-0.8%	5.6%	15.0%
JMJD2E inh	-15.4%	-6.1%	-4.5%	-5.0%	u	-24.8%

#7 COc1ccc(S(=O)(=O)N(C)CC(=O)Nc2ccc(C)cc2)cc1OC
#8 CCc1noc2c1/C(=N\O)CC(c1ccccc1)C2 (configuration not stated)
#9 C=CCn1c(N)c(S(=O)(=O)c2cccs2)c2nc3ccccc3nc21
#10 O=C(c1ccc(Cl)c([N+](=O)[O-])c1)N(Cc1ccccc1)C1CCS(=O)(=O)C1 (configuration not stated)
#11 Cc1ccc(S(=O)(=O)N2CCOCC2)cc1NC(=O)CNCC1CCCCC1
#12 COc1ccc(C=NC(CO)C(O)c2ccc([N+](=O)[O-])cc2)cc1 (configuration not stated)
compound no.	7	8	9	10	11	12
GAA inhib	11.1%	-15.4%	u	8.7%	-8.7%	1.3%
SMN2 splice up	1.5%	-3.0%	u	u	-7.2%	41.4%
GAA spleen mod	-3.5%	6.6%	29.1%	-10.9%	0.2%	-5.0%
ALDH1A1 block	1.0%	1.0%	u	7.6%	u	-2.4%
GAA glycogen	26.2%	1.3%	-4.1%	11.2%	0.8%	9.8%
RGS12 GoLoco inh	1.6%	4.5%	37.3%[activator]	-1.4%	2.8%	7.6%
aGal spleen mod	-7.2%	4.7%	u	-5.7%	-4.8%	2.9%
JMJD2E inh	-19.2%	1.5%	u	-0.3%	u	0.9%

#13 COc1cccc(-n2nnnc2SCC(=O)NCCc2ccccc2)c1
#14 O=C(CCCc1ccccc1)Nc1cccnc1Cl
#15 c1ccc(CSCc2nc3ccccc3[nH]2)cc1
#16 NC(=O)C(=O)NN=C1C2CC3CC(C2)CC1C3
#17 COC(=O)C[C@H]1c2ccccc2[C@H]2C(=C[C@@H](C)[C@H]3C(=O)N(O)C(=O)[C@H]32)N1C(=O)OC
#18 COc1ccc(-c2oc3ccccc3c(=O)c2O)cc1OC
compound no.	13	14	15	16	17	18
GAA inhib	-3.9%	5.7%	-2.2%	4.0%	x	x
SMN2 splice up	-4.3%	-13.1%	u	6.5%	1.8%[9.22 µM]	-22.1%
GAA spleen mod	-8.1%	4.0%	8.6%	3.7%	-3.6%[17.4 µM]	4.5%
ALDH1A1 block	u	9.9%	-10.8%	-0.5%	-16.7%[13.5 µM]	u
GAA glycogen	2.9%	-10.8%	0.4%	10.2%	x	x
RGS12 GoLoco inh	1.4%	-9.0%	9.6%	10.0%	-3.2%[14.2 µM]	-4.3%
aGal spleen mod	-24.7%	2.7%	10.3%	8.1%	-7.8%[17.5 µM]	4.8%
JMJD2E inh	1.5%	1.9%	-2.0%	122.2%[activator]	-4.8%[11.4 µM]	u

Full records as entered above. Order of values: GAA inhib	SMN2 splice up	GAA spleen mod	ALDH1A1 block	GAA glycogen	RGS12 GoLoco inh	aGal spleen mod	JMJD2E inh
O=C(CCCc1ccccc1)Nc1cccnc1Cl across the screens: 5.7%	-13.1%	4.0%	9.9%	-10.8%	-9.0%	2.7%	1.9%
NC(=O)C(=O)NN=C1C2CC3CC(C2)CC1C3 across the screens: 4.0%	6.5%	3.7%	-0.5%	10.2%	10.0%	8.1%	122.2%[activator]
c1ccc(CSCc2nc3ccccc3[nH]2)cc1 across the screens: -2.2%	u	8.6%	-10.8%	0.4%	9.6%	10.3%	-2.0%
COc1cccc(-n2nnnc2SCC(=O)NCCc2ccccc2)c1 across the screens: -3.9%	-4.3%	-8.1%	u	2.9%	1.4%	-24.7%	1.5%
COC(=O)C[C@H]1c2ccccc2[C@H]2C(=C[C@@H](C)[C@H]3C(=O)N(O)C(=O)[C@H]32)N1C(=O)OC across the screens: x	1.8%[9.22 µM]	-3.6%[17.4 µM]	-16.7%[13.5 µM]	x	-3.2%[14.2 µM]	-7.8%[17.5 µM]	-4.8%[11.4 µM]

(more compounds)
#19 COc1ccc(CNc2ccccc2SC)cc1OC
#20 CCN(CC)/C(N)=N/c1nc(C)cc(C)n1
#21 CCCOc1ccc(C2c3c(oc4cc(C)c(C)cc4c3=O)C(=O)N2CCCN(C)C)cc1 (configuration not stated)
#22 CC(C)C[C@H](NS(=O)(=O)c1ccc(Br)cc1)C(=O)O
#23 Cc1ccccc1NC(=O)COc1ccc(Br)cc1CNCCCO
#24 CCN1CCN(Cc2ccc(NC(=O)c3ccc(C)c(NC(=O)c4nccnc4N)c3)cc2C(F)(F)F)CC1
compound no.	19	20	21	22	23	24
GAA inhib	1.8%	u	-0.5%	-0.4%	-5.0%	x
SMN2 splice up	-61.5%[inhibitor]	2.8%	-7.5%	-23.2%	-13.5%	x
GAA spleen mod	11.2%	-2.3%	-6.0%	-2.7%	0.4%	-1.8%
ALDH1A1 block	u	3.6%	-14.2%	-9.4%	u	x
GAA glycogen	12.2%	-6.0%	-2.5%	2.5%	2.4%	11.9%
RGS12 GoLoco inh	0.8%	22.6%	-0.2%	-10.5%	26.6%	15.5%
aGal spleen mod	9.6%	2.2%	-4.1%	-1.7%	4.9%	10.7%
JMJD2E inh	u	-6.8%	-24.0%	-2.5%	-10.2%	-0.6%

#25 CSc1nnnn1-c1ccc(C(=O)OCC(=O)N2CCOCC2)cc1
#26 Cc1cc(=S)c2ccccc2[nH]1
#27 COc1ccc(CCNC(=O)Cn2cnc3c(cnn3C(C)(C)C)c2=O)cc1OC
#28 O=C(CN1CCOCC1)N/N=C/c1cc2ccccc2nc1Cl
#29 COC(=O)Cc1nnc(NC(=O)C(C)C)s1
#30 O=C(NCC1CCCO1)c1ccc(CNS(=O)(=O)c2cccc(Cl)c2)cc1 (configuration not stated)
compound no.	25	26	27	28	29	30
GAA inhib	9.4%	x	-6.7%	u	14.1%	4.1%
SMN2 splice up	12.5%	x	-18.7%	14.0%	-28.0%	-10.4%
GAA spleen mod	-0.9%	-3.4%	1.4%	-2.1%	-0.7%	-0.3%
ALDH1A1 block	-3.3%	x	2.0%	u	-15.4%	u
GAA glycogen	-1.3%	-9.6%	2.6%	2.8%	-4.8%	-3.2%
RGS12 GoLoco inh	7.1%	3.3%	-5.8%	2.6%	1.7%	-4.1%
aGal spleen mod	-6.6%	-6.0%	0.6%	-7.6%	-4.2%	-5.1%
JMJD2E inh	3.1%	-5.7%	-1.3%	-22.8%	-4.6%	3.5%

The list goes on:
Each structure is followed by: GAA inhib | SMN2 splice up | GAA spleen mod | ALDH1A1 block | GAA glycogen | RGS12 GoLoco inh | aGal spleen mod | JMJD2E inh
31) Fc1ccc2nc(N3CCCC3)sc2c1
→ -2.8% | 12.6µM* | -2.4% | -5.4% | -16.2% | 12.4% | 5.8% | -3.3%
32) CCOc1ccc(C(=O)COC(C)=O)cc1
→ 2.4% | 3.9% | -1.7% | u | 1.3% | -5.0% | 9.2% | 8.0%
33) O=C(Nc1nc2ccc(Cl)cc2s1)c1ccco1
→ -1.4% | 3.16µM* | -3.9% | -2.1% | 2.7% | -3.0% | -1.9% | u
34) CC(=O)C(Cl)C(=O)Nc1ccccc1 (configuration not stated)
→ 10.7% | 5.1% | -2.6% | 1.26µM* | u | -1.4% | -1.1% | -6.2%
35) CCOC(=O)c1c(C)[nH]c(C(=O)COC(=O)CNC(=O)c2ccc(Br)cc2)c1C
→ 6.2% | 19.5% | 2.0% | 2.5% | -2.7% | 14.3% | 7.7% | 2.5%
36) CCC(=O)Nc1cc2c(cc1C(C)=O)OCCO2
→ 1.2% | 9.2% | 3.7% | -1.2% | 1.8% | 4.1% | 3.8% | u
37) O=C(c1ccco1)N1CCN=C1SCc1cccnc1
→ -6.4% | -17.3% | 8.2% | 5.4% | 1.9% | -5.1% | 1.7% | -6.4%
38) CNc1cc(CSC)nc(SCc2ccc(Cl)c(Cl)c2)n1
→ -0.1% | -12.2% | -11.0% | 10.9% | -8.0% | 14.2% | -7.7% | 2.3%
39) O=C1C2N=NN(CC(=O)N3N=C(c4cccc5ccccc45)CC3c3ccccc3)C2C(=O)N1c1ccccc1 (configuration not stated)
→ -3.4% | 4.7% | -5.0% | u | -2.4% | 54.7%[activator] | 1.7% | u
40) COCCCNC(=O)COc1ccc(Cl)c(C)c1
→ 0.0% | 0.1% | 4.2% | 0.3% | 2.9% | 11.8% | 3.1% | 5.3%
41) COc1ccc2c(c1)CCc1c(C(=O)Nc3c(C)n(C)n(-c4ccccc4)c3=O)noc1-2
→ u | -28.0% | -5.9% | -2.2% | 3.0% | 4.7% | -17.2% | u
42) Cc1ccc(-c2nc(N)n(C(=O)c3cccnc3)n2)cc1
→ -7.9% | 4.8% | -4.5% | -0.5% | -1.7% | -5.0% | 7.2% | -27.9%
43) COCc1cc(=O)n2c(-c3ccccc3OC)n[nH]c2n1
→ -0.3% | 9.9% | -5.3% | -12.2% | -17.6% | 7.6% | 9.2% | u
44) C=CCn1c(SCC(=O)Nc2ccc(C(=O)OCC)cc2)nnc1-c1sc(N)nc1C
→ 0.9% | -34.7%[inhibitor] | 3.0% | u | -13.7% | -4.1% | 28.1% | 0.5%
45) O=C(N/N=C1\CCCc2c1[nH]c1ccc(Cl)cc21)c1ccncc1
→ 1.3% | -0.5% | -0.6% | 5.4% | -9.0% | 11.2% | -0.8% | -0.7%

Screening data as filed in PubChem BioAssay.

An excerpt, so the mix of outcomes need not match the whole.
